Assay outcomes deposited in PubChem BioAssay by Sanford-Burnham Center for Chemical Genomics.
EBI2 block – blocks human EBI2 receptor beta-arrestin signaling | P32249 | EBI2 beta-arrestin recruitment, luminescence, 7a,25-OHC stimulated | inhibition, % at 5 µM | 360,000 compounds, 0.81% hits; in the data active means inhibition above about 38%;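 further: enzyme fragment complementation signal reports receptor beta-arrestin coupling in cells; 0% = agonist plus DMSO wells and 100% = wells without agonist; some results beyond the cut were filed as inactive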
Target sequence (P32249 whole entry, looked up, the tested form may be a part): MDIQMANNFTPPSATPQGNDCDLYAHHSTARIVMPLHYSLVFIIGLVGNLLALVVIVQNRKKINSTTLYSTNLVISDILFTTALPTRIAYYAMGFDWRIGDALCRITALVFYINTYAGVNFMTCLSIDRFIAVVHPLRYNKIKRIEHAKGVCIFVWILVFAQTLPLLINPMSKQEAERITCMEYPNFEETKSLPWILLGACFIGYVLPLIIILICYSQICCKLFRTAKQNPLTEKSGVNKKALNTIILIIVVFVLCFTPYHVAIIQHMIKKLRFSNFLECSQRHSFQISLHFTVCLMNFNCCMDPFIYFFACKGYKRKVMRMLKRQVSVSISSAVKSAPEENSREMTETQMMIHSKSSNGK
SENP8 inh – blocks the human protease SENP8; purified SENP8, Z-RLRGG-aminoluciferin cleavage, luminescence; 330,000 compounds, 1.2% hits; inhibition, % at 10 µM; Q96LD8; AID 2540
UBC13 inh – human UBC13 polyubiquitination inhibition; UBC13 polyubiquitin chain formation, TR-FRET; P61088; inhibition, % at 20 µM; 330,000 compounds, 0.47% hits; in the data active means inhibition above about 45%, passing the limit was not always enough
Target sequence (P61088 whole entry, looked up): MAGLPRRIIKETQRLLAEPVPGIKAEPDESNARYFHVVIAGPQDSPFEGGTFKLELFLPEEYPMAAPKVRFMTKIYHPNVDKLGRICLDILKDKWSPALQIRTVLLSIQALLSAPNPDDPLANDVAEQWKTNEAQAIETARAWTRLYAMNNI
697 NFkB inh – lowers PMA/ionomycin-induced NF-kB signal in 697 B cells; inhibition, % at 4 µM; 330,000 compounds, 0.33% hits; 697 B-cell NF-kB luciferase reporter, 16 h; in the data active means inhibition above about 35%
Gli-Sufu antag – blocks Gli-Sufu signaling in a luciferase reporter; Sufu-KO-LIGHT fibroblasts, Gli luciferase reporter luminescence; inhibition, % at 5 µM; 340,000 compounds, 0.74% hits;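 active means inhibition above about 55%, limit read from the data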;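 further: 0% = DMSO-treated cells and 100% = wells with medium but no cells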
Apaf-1 inh – human Apaf-1 inhibition. O14727. inhibition, % at 20 µM. reconstituted apoptosome caspase-3 activity, DEVD-Rh110 fluorescence. 330,000 compounds, 0.71% hits; active means inhibition of at least 40% at 20 µM;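 further: plate controls were DMSO wells for no effect and DEVD-CHO caspase inhibitor wells for full effect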
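System – cell-free apoptosome with Apaf-1, procaspase-3 and caspase-9 · Buffer or medium – pH 7.5 Hepes buffer with CHAPS, BSA, DTT · Also added – cytochrome c with DEVD-Rh110 · Times – 30 min compound preincubation, 50 min activation, room temperature · Technique – Rh110 fluorescence intensity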
Jurkat NFkB inh – inhibitors of the PMA/ionomycin-induced NF-kB reporter in Jurkat cells. PMA/ionomycin-induced NF-kB luciferase reporter, luminescence. inhibition, % at 4 µM. 330,000 compounds, 0.53% hits. AID 435003
CCR6 antag – antagonists of human CCR6 receptor; CHO-K1 CCR6 PathHunter beta-arrestin, luminescence, CCL20-stimulated; inhibition, % at 20 µM; 340,000 compounds, 0.49% hits;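 active means compounds whose inhibition of the agonist-driven luminescence signal at 20 µM reaches about 50%, limit read from the data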;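 further: cells stimulated with CCL20 at 14 nM final; plate controls were DMSO with CCL20 for no effect and DMSO without agonist for full effect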
Target sequence (P51684 whole entry, looked up): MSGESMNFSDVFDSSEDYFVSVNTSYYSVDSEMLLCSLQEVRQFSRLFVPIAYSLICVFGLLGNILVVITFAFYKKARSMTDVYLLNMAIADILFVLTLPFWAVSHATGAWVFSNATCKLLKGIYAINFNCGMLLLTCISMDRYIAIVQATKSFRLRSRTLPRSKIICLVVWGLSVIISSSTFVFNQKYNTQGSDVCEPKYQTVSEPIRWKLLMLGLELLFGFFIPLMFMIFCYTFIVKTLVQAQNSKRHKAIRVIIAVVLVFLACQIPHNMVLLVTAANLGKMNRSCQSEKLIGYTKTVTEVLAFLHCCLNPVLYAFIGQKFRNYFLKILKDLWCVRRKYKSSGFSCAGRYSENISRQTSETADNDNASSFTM
* = called active by the depositor; / = no result given. Unless noted, no stated cut-off is given here; in the data, active means inhibition above about 50%; inactive means the rest. Only part of the results is shown (hit frequency here may not be typical).

SMILES	EBI2 block	SENP8 inh	UBC13 inh	697 NFkB inh	Gli-Sufu antag	Apaf-1 inh	Jurkat NFkB inh	CCR6 antag
COCCn1c(=NC(=O)c2ccc3c(c2)OCCO3)sc2cc(S(N)(=O)=O)ccc21	11	-4	6	5	38	2	-2	6
Cc1ccc2c(C(=O)CN3CCN(c4ccccc4)CC3)c(C)[nH]c2c1	36	-5	6	1	16	5	17	-18
CCCP(=O)(CC(=O)O)c1ccccc1 (centres undefined)	-4	-1	-4	-25	1	-5	-4	9
COc1ccc2cc(Br)ccc2c1CC(=O)NC(C)(C)C	14	-1	-20	-2	4	13	4	-4
COc1ccc(S(=O)(=O)N2CCCC(C(F)(F)F)C2)cc1 (centres undefined)	2	-11	9	-9	-5	-3	13	8
O=S(=O)(NC1=NCCC1)c1cccc(NS(=O)(=O)c2ccc(F)c(Cl)c2)c1	-5	-10	-1	7	1	-2	15	11
FC(F)(F)c1ccc(/C=N/N2CCN(Cc3cccc4ccccc34)CC2)cc1	17	1	-2	13	7	-3	-10	14
Cc1cccnc1NC(=S)NC(=O)c1cncc(Br)c1	1	-16	-6	-2	/	-11	-5	15
O=c1c2ccccc2cnn1Cc1n[nH]c(=S)n1-c1ccccc1Cl	-10	3	-2	-3	-3	-6	7	4
CN(C)S(=O)(=O)N1CCc2ccc(NC(=O)c3ccccc3Cl)cc2C1	-5	3	12	-13	-2	0	-5	5

Continued:
SMILES	EBI2 block	SENP8 inh	UBC13 inh	697 NFkB inh	Gli-Sufu antag	Apaf-1 inh	Jurkat NFkB inh	CCR6 antag
O=C(CCC(=O)OCC(=O)c1ccc(-c2ccccc2)cc1)Nc1cccc(Cl)c1	-5	-1	-1	22	-10	5	1	15
CC(=O)Oc1ccc(-c2cccc(C(=O)NCCCO)c2)cc1	-7	-1	-7	14	12	5	1	-5
CCN(CC)C(=O)Cn1c(=O)n(-c2ccccc2)c(=O)c2c3c(sc21)CCC3	-28	-4	1	4	1	6	0	8
CCc1cccc(NC(=O)CCS(=O)(=O)c2cc3c(cc2C)NC(=O)CO3)c1	-2	-6	-6	-8	4	6	1	7
COc1ccccc1CCC(=O)Nc1ccc(S(=O)(=O)Nc2cc(C)nc(C)n2)cc1	-9	-5	-6	-15	-1	2	-7	11
CC(C)(C)C(=O)Nc1nc(NC(=O)C(C)(C)C)nc(-c2ccccc2Cl)n1	-7	-3	-1	2	8	-5	4	13
CN1C(=O)N(c2cccc3ccccc23)C(n2cncn2)C1(C)C (centres undefined)	-2	2	1	7	8	-1	3	2
COc1ccc(OC)c(NC(=O)CSc2nc(C)cs2)c1	-1	1	8	-5	-2	-15	9	-1
Cc1ccc(-n2nnnc2SCC(=O)Nc2cc(C)on2)c(C)c1	10	-2	7	12	-6	4	7	2
Cc1ccc(S(=O)(=O)Nc2ccc(C(=O)NCc3ccccn3)cc2)cc1	9	4	8	-1	-1	-2	12	1

(more compounds)
SMILES	EBI2 block	SENP8 inh	UBC13 inh	697 NFkB inh	Gli-Sufu antag	Apaf-1 inh	Jurkat NFkB inh	CCR6 antag
O=C(c1cnc2nc3ccccc3n2c1)c1cc(F)ccc1O	4	2	-16	-5	-14	4	-10	8
CCOc1ccccc1NC(=O)c1cccc(N2C(=O)CCC2=O)c1	-9	-10	-5	-1	1	-4	-2	9
COc1ccc(-c2cc(C#N)nc(N3CCN(c4ccccc4)CC3)n2)cc1	7	-7	1	2	21	10	10	13
COc1ccccc1C(=O)NC(=O)COC(=O)C1CCC1	3	2	1	13	-6	-4	5	8
Cc1cccc(-c2onc3ccc(C(=O)/C=C/N(C)C)cc23)c1	6	-6	-1	-72	33	23	-15	9
O=C(CCS(=O)(=O)c1ccc(Br)cc1)Nc1ccc2c(c1)OCO2	4	6	5	-4	-10	-10	-10	-4
O=C(Nc1cccc(Cl)c1N1CCCC1)c1cc2ccccc2o1	27	-3	0	-36	-17	12	-27	17
CCOC(=O)C[C@H]1c2ccc(C(F)(F)F)cc2S(=O)(=O)N1C(C)C	8	5	1	4	-4	1	8	2
COc1cc(CNc2nc(C)c([N+](=O)[O-])c(C)c2C#N)cc(OC)c1OC	13	-6	2	0	39	8	8	5
CCc1ccccc1NC(=O)COc1ccc2oc(-c3ccc(OC)cc3)cc(=O)c2c1	-8	-7	6	-8	8	15	-15	4

Continued.
SMILES	EBI2 block	SENP8 inh	UBC13 inh	697 NFkB inh	Gli-Sufu antag	Apaf-1 inh	Jurkat NFkB inh	CCR6 antag
CCCCCn1c(NC(=O)c2ccco2)c(S(=O)(=O)c2ccc(C)cc2)c2nc3ccccc3nc21	7	11	-36	-7	6	63*	24	15
CC(=O)Nc1cccc(N(C)S(C)(=O)=O)c1	2	-11	-7	0	-1	-15	2	3
Cc1ccccc1NC(=S)N(Cc1cccs1)C1CCCC1	-7	12	2	12	-4	-4	0	15
O=C(NCc1ccccn1)c1cc(-c2ccccc2)on1	1	-16	0	-30	-42	-14	-24	-7
COc1cccc(Cn2nnc3c(=O)[nH]c(C4CCCN(C(=O)c5ccccc5Cl)C4)nc32)c1 (centres undefined)	1	-2	8	0	-1	17	6	-21
Cc1nc(-c2ccc(-c3ccon3)s2)no1	-6	-1	12	-7	-6	-8	-20	10
Cc1cccc(N2CCN(C(=O)C3(S(=O)(=O)c4ccc(Cl)cc4)CC3)CC2)c1C	-9	0	-1	-8	-7	19	-1	10
COc1ccc(CNC(=O)CN(Cc2ccccc2OC)C(=O)c2csnn2)cc1	-7	8	-1	7	-13	3	12	9
O=C(c1ccc(S(=O)(=O)NCc2ccco2)cc1)N1CCCC1	-3	6	-1	26	6	-8	15	-8
Cc1ccc(C(=O)NNC(=O)C(C)Sc2nc(N)cc(N)n2)cc1 (centres undefined)	-1	0	-6	11	1	-1	4	-2

The list continues:
SMILES	EBI2 block	SENP8 inh	UBC13 inh	697 NFkB inh	Gli-Sufu antag	Apaf-1 inh	Jurkat NFkB inh	CCR6 antag
CCC(Sc1nc2ncnc(N)c2[nH]1)C(=O)O (centres undefined)	0	-5	6	2	10	2	4	-7
NC(=O)CNC1CC(=O)N(CCc2ccccc2)C1=O (centres undefined)	3	2	4	18	1	-7	-2	-5
Cc1ccc(-c2csc3ncnc(Nc4ccc(N5CCOCC5)cc4)c23)cc1	-6	2	6	15	-4	12	0	15
O=C(NC(=S)NCc1ccccc1)c1ccccc1Br	12	15	3	2	-4	9	-7	7
CCC(C)N(C(=O)COC(=O)CNC(=O)c1sc2ccccc2c1Cl)C1CCS(=O)(=O)C1 (centres undefined)	-3	-13	-12	-59	-7	5	-6	20
O=C(Nc1ccc(F)cc1)Oc1ccc[nH]c1=O	0	-4	2	-11	15	9	-1	2
CC(C)Cc1nc(SCC(=O)Nc2nnc(CC(C)C)s2)n[nH]1	-10	0	4	8	1	11	1	10
c1cnc(-c2noc(CN3CCN(C4CCCC4)CC3)n2)cn1	-2	-11	-15	-5	-3	8	-13	5
Cc1cccc(N2C(=O)CC(Cn3nc(C)cc3C)C2=O)c1 (centres undefined)	-34	2	8	19	1	-9	9	2
O=C(O)CCCn1cc(NC(=O)COc2ccc(F)cc2F)cn1	-4	-6	-4	25	12	1	8	4

(more compounds)
SMILES	EBI2 block	SENP8 inh	UBC13 inh	697 NFkB inh	Gli-Sufu antag	Apaf-1 inh	Jurkat NFkB inh	CCR6 antag
Cc1ccccc1NC(=O)CNc1ccc(Cl)c(C(F)(F)F)c1	9	-1	-8	-9	5	10	26	13
CC(=O)C(=Nc1ccccc1Cl)NNc1ccc(Cl)cc1	-32	-16	-15	-3	-18	23	-5	9
COc1ccc(S(=O)(=O)Nc2cc3c4c(oc3c3ccccc23)CCCC4=O)cc1	2	-1	3	-31	-7	9	25	13
COc1ccc(C(=O)N/C(=C/c2cccc3ccccc23)C(=O)NCCc2c[nH]c3ccccc23)cc1OC	29	-4	-4	25	1	-13	2	4
Cn1c(SCC(=O)c2ccc(O)c(O)c2)nnc1-c1cccs1	-9	-7	-9	3	6	-10	-15	9
Cc1ccc(C(=O)OCC(=O)NCC(F)(F)F)cc1C	-5	-2	5	14	3	-2	6	6
Cc1cccc(C(=O)c2ccccc2C(=O)O)c1	-6	-2	3	14	-12	-18	18	-14
COc1cccc(NC(=O)c2ccccc2N2C(=O)C3C4C=CC(C4)C3C2=O)c1 (centres undefined)	0	-9	10	-8	-9	-2	10	11
C/C(=N/NC(=O)CNC(=O)C1COc2ccccc2O1)c1ccc([N+](=O)[O-])cc1 (centres undefined)	2	3	24	11	12	2	15	-3
CCOC(=O)C1=NNC2(c3ccc(Cl)cc3)C(=O)N(c3ccc(C)cc3)C(=O)C12 (centres undefined)	-4	-3	-9	10	-8	7	9	4

Complete entries, quoted from the list:
C/C(=N/NC(=O)CNC(=O)C1COc2ccccc2O1)c1ccc([N+](=O)[O-])cc1 (centres undefined) reads EBI2 block = 2; SENP8 inh = 3; UBC13 inh = 24; 697 NFkB inh = 11; Gli-Sufu antag = 12; Apaf-1 inh = 2; Jurkat NFkB inh = 15; CCR6 antag = -3
Cc1ccc(C(=O)OCC(=O)NCC(F)(F)F)cc1C reads EBI2 block = -5; SENP8 inh = -2; UBC13 inh = 5; 697 NFkB inh = 14; Gli-Sufu antag = 3; Apaf-1 inh = -2; Jurkat NFkB inh = 6; CCR6 antag = 6
Cc1cccc(C(=O)c2ccccc2C(=O)O)c1 reads EBI2 block = -6; SENP8 inh = -2; UBC13 inh = 3; 697 NFkB inh = 14; Gli-Sufu antag = -12; Apaf-1 inh = -18; Jurkat NFkB inh = 18; CCR6 antag = -14

The results go on:
SMILES	EBI2 block	SENP8 inh	UBC13 inh	697 NFkB inh	Gli-Sufu antag	Apaf-1 inh	Jurkat NFkB inh	CCR6 antag
COc1cc(CCC(=O)OCC(=O)NCc2ccc(Cl)cc2)cc(OC)c1OC	2	-3	2	23	2	16	-13	1
COC(=O)CN(c1ccc2c(c1)OCO2)S(C)(=O)=O	-5	1	-2	4	-12	-14	-13	-4
Cc1cccc(N(C(=O)c2csnn2)C(C(=O)NC2CCCC2)c2ccncc2)c1 (centres undefined)	-7	-6	-6	8	-8	-2	-7	9
Cc1ccc(S(=O)(=O)NC(CC(C)C)C(=O)N2CC(C)OC(C)C2)cc1 (centres undefined)	-5	-4	-2	0	14	-3	6	8
O=C(Nc1ccccc1F)Nc1cccnc1Cl	-4	9	5	-34	-7	-8	-28	0
COc1ccc2c(C)cc(SCC#N)nc2c1	1	3	6	-4	-7	-12	-14	-8
O=C(Nc1cccc2ccccc12)c1ccc(OC(=S)N2CCOCC2)cc1	19	3	3	-366	-33	12	-130	24
Cc1ccc(S(=O)(=O)N(Cc2ccccc2)c2ccccn2)cc1[N+](=O)[O-]	-2	2	-5	-6	-6	10	2	25
O=C(CSc1ccc([N+](=O)[O-])cc1)Nc1nnc(C2CC2)s1	0	13	3	14	9	-21	5	1
